M1 PAM parental: M1 PAM counterscreen hit in parental CHO-K1 cells | AID 602247 | hit rate 0.02% among 360,000 | ATP EC20, Fluo-8 calcium fluorescence; 0% at ATP EC20, 100% at ATP max | activation, % at 3 µM;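 active = activation above the run cutoff, the mean activation of all test compounds plus 3 SD, cut at about 40% in these data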;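 note: peak over basal fluorescence ratio in a 140 s read after ATP addition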
CHO-K1 Ca ag: counter-screen for M1 agonists: effect in parental CHO-K1 cells; Fluo-8 calcium fluorescence; scaled to maximal ATP response, vehicle zero; activation, % at 3 µM; hit rate 0.48% among 360,000; in the data active = activation above about 15%;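 note: untransfected CHO-K1 host cells lacking M1 receptor as counterscreen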
TAAR1 ag: agonists of human TAAR1; CHO RD-HGA16 TAAR1, Fluo-8 calcium fluorescence; vehicle wells 0%, saturating PEA agonist 100%; activation, % at 3 µM; AID 624467; hit rate 0.99% among 360,000;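 active = activation above the mean activation of all test compounds in the run plus 3 SD, cut at about 38% in these data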
Target sequence (Q96RJ0 whole entry, looked up): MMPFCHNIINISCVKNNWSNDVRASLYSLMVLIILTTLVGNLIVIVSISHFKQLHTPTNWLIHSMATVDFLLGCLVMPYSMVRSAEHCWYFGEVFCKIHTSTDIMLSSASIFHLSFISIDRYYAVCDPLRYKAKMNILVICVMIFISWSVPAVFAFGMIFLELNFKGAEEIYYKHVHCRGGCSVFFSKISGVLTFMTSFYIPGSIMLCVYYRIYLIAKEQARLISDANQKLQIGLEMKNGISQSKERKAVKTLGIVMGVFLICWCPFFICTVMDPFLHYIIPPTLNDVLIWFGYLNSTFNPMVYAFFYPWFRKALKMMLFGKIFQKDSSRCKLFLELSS
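Test system: RD-HGA16 (CHO) cells co-expressing Gα16 and hTAAR1 | Doses: Single dose, 3 µM | Schedule: 17-24 h seeding, 75 min 37 °C dye, 30 min RT | Evaluation: % activation from peak over basal fluorescence ratio, DMSO-to-PEA scaled | Technique: Kinetic Fluo-8 calcium fluorescence | Benchmarks: Low control DMSO, high control PEA (EC100)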
CHO-K1 Ca antag: M1 antagonist counterscreen hit in parental CHO-K1 cells; inhibition, % at 3 µM; ATP-induced calcium, Fluo-8 fluorescence; hit rate 0.6% among 360,000;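 active = inhibition above a per-plate cutoff, the plate's mean sample inhibition plus 3 SD, cut at about 24% in these data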;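 note: 0% = DMSO plus EC80 ATP and 100% = DMSO alone without ATP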
TAAR1 antag: antagonists of human TAAR1 | Q96RJ0 | CHO RD-HGA16 TAAR1, Fluo-8 calcium fluorescence, antagonist | inhibition, % at 3 µM | hit rate 1.5% among 360,000;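 active = inhibition above a per-plate cutoff, the mean inhibition of test compounds on that plate plus 3 SD, cut at about 49% in these data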;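 note: 0% = DMSO plus EC80 beta-PEA response and 100% = DMSO alone without agonist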
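Test system: RD-HGA16 CHO cells with stable hTAAR1 and Gα16 / Probe or stimulus: EC80 β-phenethylamine stimulus / Times: seeding 17-24 h prior, 75-min 37 °C, 30-min RT dye loading / Detection: Fluo-8 calcium-sensitive fluorescence / Read-out basis: % inhibition scaled between DMSO and EC80 PEA controls / Repeats: singlicate, one well per test compound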
* hit, by the source's call; / = no result given; & = joins results of further samples. Some of the compounds tested; count on the stated rates, not on these rows.

Abbreviations – A = M1 PAM parental; B = CHO-K1 Ca ag; C = TAAR1 ag; D = CHO-K1 Ca antag; E = TAAR1 antag
> COC(=O)C1=C(C)N(Cc2ccccc2C(F)(F)F)C(=NCc2ccccc2C(F)(F)F)NC1c1ccc(C(F)(F)F)cc1 (stereo not drawn)
  A = /; B = /; C = 2; D = /; E = -25
> CC(C)NC(=O)C1(C)CN(S(C)(=O)=O)CC(=O)N1CC(F)(F)F (stereo not drawn)
  A = /; B = /; C = 1; D = /; E = -12
> O=C(NC1CCCCC1)C(c1ccncc1)n1c(=O)c(-c2cc3ccccc3[nH]2)nc2ccccc21 (stereo not drawn)
  A = /; B = /; C = 1; D = /; E = 15
> COc1cc(N2C[C@@]3(O)CC[C@@H](O)[C@@H](OC)[C@@H]3[C@@](C)(O)[C@@H]2CC=C(C)C)cc(OC)c1OC
  A = /; B = /; C = 1; D = /; E = 1
> COc1cc2c(cc1OC)/C(=C/C(=O)OCc1ccccc1)OC2
  A = /; B = /; C = 13; D = /; E = -3
> CC(C)[C@H](NC(=O)OC(C)(C)C)c1cc(C(=O)NCCO)c(N)s1
  A = /; B = /; C = 1; D = /; E = -28
> CN(Cc1ccc(Cl)c(Cl)c1)C(C(=O)NCc1ccccc1)c1ccc(C(F)(F)F)cc1 (stereo not drawn)
  A = /; B = /; C = 5; D = /; E = -27
> Cc1ccc2nc(-c3cccc(Cl)c3)c(Cc3ccsc3)n2c1
  A = /; B = /; C = 3; D = /; E = -3
> FC(F)(F)c1ccccc1Cc1c(-c2ccco2)nc2c3ccccc3ccn12
  A = /; B = /; C = 5; D = /; E = -23
> COC(=O)C[C@@H]1C=C[C@H](NC(=O)Nc2ccc(F)cc2)[C@@H](CO)O1
  A = /; B = /; C = 0; D = /; E = 0
> CC(C)OC(=O)/C=C1\C[C@@H](c2ccccc2C(F)(F)F)O[C@@H](c2ccccc2C(F)(F)F)O1
  A = /; B = /; C = 1; D = /; E = -23
> CCC(c1nc2ccccc2[nH]1)n1c(-c2cccnc2)nc2ccccc21 (stereo not drawn)
  A = /; B = /; C = -1; D = /; E = 7
> C#CCN1CC(COc2ccccc2)OCCS1(=O)=O (stereo not drawn)
  A = /; B = /; C = 2; D = /; E = 1
> CCCCNC(=O)C1C(c2ccccc2)=Nc2ccccc2N1C(=O)c1ccc2c(c1)OCO2 (stereo not drawn)
  A = /; B = /; C = -1; D = /; E = -14
> COC(=O)C[C@@H]1CC[C@@H](NS(=O)(=O)c2ccc(F)cc2)[C@@H](CO)O1
  A = /; B = /; C = 1; D = /; E = 1
> CCCCOCCCNC(=O)C[C@@H]1C[C@@]2(C(=O)OC)CC(C)(C)CC=C2N(Cc2cccc3ccccc23)C1=O
  A = /; B = /; C = 4; D = /; E = -31
> CCC(C(=O)NC(C)(C)C)n1c(-c2cccc(NC(C)=O)c2)nc2ccccc21 (stereo not drawn)
  A = /; B = /; C = 1; D = /; E = 3
> Nc1[nH]c(C(=O)c2ccccc2)c(-c2ccc3ccccc3c2)c1C(=O)NCc1ccc(F)cc1
  A = /; B = /; C = 5; D = /; E = -32
> O=C(N[C@H](Cc1ccccc1)C(=O)NCc1ccco1)[C@H]1O[C@@H](n2ccc(=O)[nH]c2=O)[C@H](O)[C@@H]1O
  A = /; B = /; C = 1; D = /; E = -9
> Cc1cc2c(c(=O)o1)[C@@]1(C(=O)Nc3ccccc31)C1=C(CCCC1=O)O2
  A = /; B = /; C = 1; D = /; E = -8

Entries of single compounds, looked up by structure. Order of values: M1 PAM parental, CHO-K1 Ca ag, TAAR1 ag, CHO-K1 Ca antag, TAAR1 antag
Results for C#CCN1CC(COc2ccccc2)OCCS1(=O)=O (stereo not drawn) → /, /, 2, /, 1
Results for Nc1[nH]c(C(=O)c2ccccc2)c(-c2ccc3ccccc3c2)c1C(=O)NCc1ccc(F)cc1 → /, /, 5, /, -32

The listing continues:
Abbreviations – A = M1 PAM parental; B = CHO-K1 Ca ag; C = TAAR1 ag; D = CHO-K1 Ca antag; E = TAAR1 antag
> COc1ccc(CC(C)NCC(O)c2ccc(O)c(NC=O)c2)cc1 (stereo not drawn)
  A = /; B = /; C = 3&0; D = /; E = -7&3
> COc1cccc(CNC(=O)[C@H]2CCCN2C(=O)[C@H]2CCCN2C(=O)c2ccc(C)c(C)c2)c1
  A = /; B = /; C = 0; D = /; E = -18
> COC(=O)c1cc2c(c3c4cc(F)ccc4n(S(=O)(=O)c4ccccc4)c13)C(=O)N(Cc1ccco1)C2
  A = /; B = /; C = 1; D = /; E = -8
> Nc1sc(Cc2ccccc2)cc1C(=O)c1c(-c2ccccc2)[nH]c2ccccc12
  A = /; B = /; C = 1; D = /; E = 13
> COc1ccc(Sc2cccc3c2S(=O)(=O)N(C2CC2)C[C@@H](COCc2ccccc2)O3)cc1OC
  A = /; B = /; C = 2; D = /; E = 6
> C[C@@H]1C=CCCO[C@]12C(=O)N(Cc1ccc(Br)cc1)c1cccc(Br)c12
  A = /; B = /; C = -1; D = /; E = 34
> COc1ccc(-n2c(CSc3ccc(Cl)cc3)n[nH]c2=S)cc1
  A = /; B = /; C = 2; D = /; E = -13
> Nc1[nH]c(C(=O)c2ccccc2)c(-c2ccc(Cl)cc2Cl)c1C(=O)c1ccc(Cl)cc1
  A = /; B = /; C = 4; D = /; E = -6
> CCOC(=O)C1=C(C(=O)OCC)C2N(Cc3ccc(C(F)(F)F)cc3)c3ccccc3[C@@]23C[C@@H](C(=O)OC)N(S(=O)(=O)c2cccs2)C3=N1 (stereo partly drawn)
  A = /; B = /; C = 4; D = /; E = -30
> Cc1c(CN2CCN(c3ncc(Cc4ccccc4)cn3)CC2)c(=O)n(-c2ccccc2)n1C
  A = /; B = /; C = 7; D = /; E = 0
> Cc1cc(-c2cc(NC(=O)Cc3c[nH]c4ccccc34)ccc2Nc2cccnc2)ccc1F
  A = /; B = /; C = 9; D = /; E = 63*
> COC(=O)[C@@]12C[C@@H](CC(=O)NCc3ccc(OC)c(OC)c3)C(=O)N(Cc3ccc4c(c3)OCO4)C1=CCC(C)(C)C2
  A = /; B = /; C = 0; D = /; E = -15
> Cc1ccc(C(=O)N2O[C@]34C=C[C@]25C[C@@H](O)CC[C@]5(C)C3CC[C@]2(C)[C@@H]([C@H](C)/C=C/[C@H](C)C(C)C)CC[C@H]24)cc1 (stereo partly drawn)
  A = /; B = /; C = 3; D = /; E = -26
> COc1ccc2c(c1)[C@@H](NC(=O)c1ccncc1)[C@H](C)[C@H]2c1ccccc1
  A = /; B = /; C = -2; D = /; E = -31
> CCCCNC(=O)c1nc(-c2cnc(C)cn2)oc1-c1ccc(Cl)cc1
  A = /; B = /; C = 2; D = /; E = 1
> CC(C)NC(=O)C1(C)CSCC(=O)N1C1CCN(Cc2ccccc2)CC1 (stereo not drawn)
  A = /; B = /; C = 1; D = /; E = 3
> C[C@H]1CNCCN1c1ccc(N2CCS(=O)(=O)CC2)c(C#N)c1
  A = /; B = /; C = 1; D = /; E = 7
> CCCCS(=O)(=O)N1C2=NC(C(=O)OCC)=C(C(=O)OCC)C3N(Cc4ccc(C#N)cc4)c4ccccc4[C@]23C[C@H]1C(=O)OC (stereo partly drawn)
  A = /; B = /; C = 0; D = /; E = -22
> CN(Cc1cn(Cc2ccc(C(F)(F)F)cc2)nn1)C1CN(Cc2cn(Cc3ccc(C(F)(F)F)cc3)nn2)S(=O)(=O)C1 (stereo not drawn)
  A = -6; B = 7.2; C = /; D = 18; E = /
> Cc1cccc(C)c1N1CCN(C(c2cc3ccccc3o2)c2nnnn2C(C)(C)C)CC1 (stereo not drawn)
  A = 18; B = 2.2; C = /; D = 4; E = /
> O=c1c2c([nH]n1-c1ccccc1)C[C@@H](C1CCCCC1)O[C@H]2c1ccc(F)cc1
  A = 10; B = 0.3; C = /; D = -8; E = /
> CCC(c1nnnn1-c1ccc2c(c1)OCCO2)N1CCN(c2ccc(F)cc2)CC1 (stereo not drawn)
  A = 7; B = 14; C = /; D = 7; E = /

Gathered by group: the compounds so far with a CF3 group
Abbreviations – A = M1 PAM parental; B = CHO-K1 Ca ag; C = TAAR1 ag; D = CHO-K1 Ca antag; E = TAAR1 antag
> COC(=O)C1=C(C)N(Cc2ccccc2C(F)(F)F)C(=NCc2ccccc2C(F)(F)F)NC1c1ccc(C(F)(F)F)cc1 (stereo not drawn)
  A = /; B = /; C = 2; D = /; E = -25
> CC(C)NC(=O)C1(C)CN(S(C)(=O)=O)CC(=O)N1CC(F)(F)F (stereo not drawn)
  A = /; B = /; C = 1; D = /; E = -12
> CN(Cc1ccc(Cl)c(Cl)c1)C(C(=O)NCc1ccccc1)c1ccc(C(F)(F)F)cc1 (stereo not drawn)
  A = /; B = /; C = 5; D = /; E = -27
> FC(F)(F)c1ccccc1Cc1c(-c2ccco2)nc2c3ccccc3ccn12
  A = /; B = /; C = 5; D = /; E = -23
> CC(C)OC(=O)/C=C1\C[C@@H](c2ccccc2C(F)(F)F)O[C@@H](c2ccccc2C(F)(F)F)O1
  A = /; B = /; C = 1; D = /; E = -23
> CCOC(=O)C1=C(C(=O)OCC)C2N(Cc3ccc(C(F)(F)F)cc3)c3ccccc3[C@@]23C[C@@H](C(=O)OC)N(S(=O)(=O)c2cccs2)C3=N1 (stereo partly drawn)
  A = /; B = /; C = 4; D = /; E = -30
> CN(Cc1cn(Cc2ccc(C(F)(F)F)cc2)nn1)C1CN(Cc2cn(Cc3ccc(C(F)(F)F)cc3)nn2)S(=O)(=O)C1 (stereo not drawn)
  A = -6; B = 7.2; C = /; D = 18; E = /
